TAAR1 ag – agonists of human TAAR1. activation, % at 3 µM. Q96RJ0. AID 624467. 360,000 tested, 0.99% active. CHO RD-HGA16 TAAR1, Fluo-8 calcium fluorescence; vehicle wells 0%, saturating PEA agonist 100%;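 active means activation above the mean activation of all test compounds in the run plus 3 SD, cut at about 38% in these data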
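Test system: RD-HGA16 (CHO) cells co-expressing Gα16 and hTAAR1 / Benchmarks: DMSO vehicle as 0%, PEA at EC100 as 100% / Repeats: no replicates (n 1) / Measure: % activation from peak over basal fluorescence ratio, DMSO-to-PEA scaled / Timing: 17-24 h plating, Fluo-8 75 min 37 °C, 30 min RT / Technique: kinetic Fluo-8 calcium fluorescence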
CHRM5 PAM – positive allosteric modulators of human muscarinic M5 receptor; P08912; CHO-K1 hM5, Fluo-8 calcium, ACh EC20 PAM; 0% = ACh EC20, 100% = ACh EC100; 360,000 tested, 0.3% active; activation, % at 3 µM;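 active means activation above the run cutoff, the mean activation of all test compounds plus 3 SD, cut at about 18% in these data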
Target sequence (P08912 whole entry, looked up): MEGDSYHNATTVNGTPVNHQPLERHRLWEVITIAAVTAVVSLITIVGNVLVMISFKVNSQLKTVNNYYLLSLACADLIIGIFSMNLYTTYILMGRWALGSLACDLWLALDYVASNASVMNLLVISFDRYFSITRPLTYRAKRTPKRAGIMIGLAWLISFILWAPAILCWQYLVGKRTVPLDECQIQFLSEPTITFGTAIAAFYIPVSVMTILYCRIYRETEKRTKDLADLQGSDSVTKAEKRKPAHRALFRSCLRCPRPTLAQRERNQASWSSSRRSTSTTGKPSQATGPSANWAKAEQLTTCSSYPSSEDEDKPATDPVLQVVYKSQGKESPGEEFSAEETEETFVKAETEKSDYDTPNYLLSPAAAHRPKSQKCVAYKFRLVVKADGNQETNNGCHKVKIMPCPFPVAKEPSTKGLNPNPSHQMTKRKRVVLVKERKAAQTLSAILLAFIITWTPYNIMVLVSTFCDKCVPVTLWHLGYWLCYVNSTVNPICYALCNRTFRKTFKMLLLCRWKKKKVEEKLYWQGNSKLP
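Replicates: One well per compound, no replicates | System: Human M5 receptor in CHO-K1 cells | Benchmarks: Low control EC20 acetylcholine (0%), high control EC100 acetylcholine (100%) | Probe or stimulus: Acetylcholine, EC20 level | Times: Fluo-8 loading 80 min at 37 °C plus 30 min room temperature | Signal: Intracellular calcium via Fluo-8 fluorescence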
M4 ag – agonists of human muscarinic M4 receptor (CHRM4); P08173; CHO-K1 hM4/Gqi5, Fluo-8 calcium fluorescence; vehicle 0%, full acetylcholine response 100%; activation, % at 3 µM; 360,000 tested, 0.14% active;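 active means activation above the run mean over all test wells plus 3 SD, cut at about 32% in these data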;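 further: peak over basal fluorescence ratio per well then scaled between controls; 0% = DMSO wells and 100% = acetylcholine at EC100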
Target sequence (P08173 whole entry, looked up): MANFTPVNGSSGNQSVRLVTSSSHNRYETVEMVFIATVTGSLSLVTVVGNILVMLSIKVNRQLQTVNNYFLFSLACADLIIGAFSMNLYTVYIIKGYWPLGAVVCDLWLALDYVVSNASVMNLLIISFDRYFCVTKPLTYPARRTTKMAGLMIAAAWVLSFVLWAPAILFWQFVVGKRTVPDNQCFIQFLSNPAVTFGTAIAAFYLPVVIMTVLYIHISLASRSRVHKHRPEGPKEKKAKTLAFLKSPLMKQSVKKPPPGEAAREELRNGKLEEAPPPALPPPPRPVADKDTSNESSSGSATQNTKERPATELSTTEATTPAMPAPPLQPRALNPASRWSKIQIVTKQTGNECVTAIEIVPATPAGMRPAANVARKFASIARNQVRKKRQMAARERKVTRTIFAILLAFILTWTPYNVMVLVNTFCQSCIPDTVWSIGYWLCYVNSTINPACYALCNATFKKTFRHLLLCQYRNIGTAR
M1 antag – human CHRM1 antagonism | P11229 | CHO-K1 hM1, Fluo-8 calcium fluorescence, ACh EC80 antagonist | inhibition, % at 3 µM | 360,000 tested, 1.3% active | AID 588852;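 active means percent inhibition above its own plate's cutoff, namely the mean of that plate's compound wells plus 3 SD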;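 further: peak over basal fluorescence ratio during 140 s after agonist addition; 0% = ACh EC80 plus DMSO and 100% = DMSO alone without agonist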
M4 antag – antagonists of human muscarinic M4 receptor (CHRM4). AID 624125. P08173. 360,000 tested, 0.73% active. inhibition, % at 3 µM. CHO-hM4 cells, ACh EC80, Fluo-8 calcium fluorescence;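 active means inhibition above its plate's cutoff, the mean inhibition of sample wells plus 3 SD, cut at about 27% in these data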;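 further: 0% = acetylcholine EC80 with DMSO and 100% = DMSO without agonist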
CHRM1 agonist – human M1 muscarinic receptor agonism. 360,000 tested, 0.33% active. CHO-K1 hM1, Fluo-8 calcium fluorescence, agonist mode; 0% DMSO, 100% acetylcholine EC100. P11229. activation, % at 3 µM;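 active means activation above the run's mean compound activation plus 3 SD, cut at about 16% in these data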;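 further: peak over basal fluorescence ratio within a 140 s kinetic read after compound addition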
CHRM5 antagonist – blocks acetylcholine activation of human M5 receptor; CHO-hM5 cells, Fluo-8 calcium fluorescence, ACh EC80; 360,000 tested, 0.59% active; P08912; inhibition, % at 3 µM;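 active means inhibition above a per-plate cutoff, the mean of that plate's test compounds plus 3 SD, cut at about 27% in these data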;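 further: 0% = acetylcholine EC80 with DMSO and 100% = DMSO without agonist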
M5 ag – agonists of human muscarinic M5 receptor (CHRM5); CHO-K1 hM5 cells, Fluo-8 calcium fluorescence; 0% DMSO wells, 100% maximal acetylcholine response; activation, % at 3 µM; 360,000 tested, 0.19% active;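 active means activation above the run's mean over test compounds plus 3 SD, cut at about 23% in these data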;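 further: signal is peak over basal fluorescence ratio across the kinetic read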
M1 PAM – positive allosteric modulators of human M1 muscarinic receptor; P11229; CHO-K1 hM1, Fluo-8 calcium fluorescence, ACh EC20; 0% = ACh EC20, 100% = maximal ACh; activation, % at 3 µM; 360,000 tested, 0.088% active; AID 588819; in the data active means activation above about 19%, passing the limit was not always enough
An asterisk follows results filed as active; nt = not tested or not shown. A portion of the library; count on the stated rates, not on these rows.

SMILES	TAAR1 ag	CHRM5 PAM	M4 ag	M1 antag	M4 antag	CHRM1 agonist	CHRM5 antagonist	M5 ag	M1 PAM
O=C(C1CCCN(Cc2ccccc2[N+](=O)[O-])C1)N1CCCCC1 (centres undefined)	1.6	9.3	0.2	0.2	-5.2	-10.9	5.6	-4.1	0.8
O=C(CSc1ccc(-c2ccccc2)nn1)NCC1CCCO1 (centres undefined)	0.8	2.2	1.9	-1.1	-2.7	-1.7	6.5	5.2	5.3
CCOC(=O)c1c(NC(=O)CN2C(=O)NC3(CCC(CC)CC3)C2=O)sc(C)c1-c1ccc(C)cc1 (centres undefined)	1.8	-0.9	-0.3	-4.5	3.3	-7.1	-1.4	-0.2	4.6
CC(=O)Nc1ccc(C(C#N)c2ccccc2)cc1 (centres undefined)	10.9	3.5	1.5	0.8	8.2	-3.5	-2.5	-0.3	3.7
CNC(=S)Nc1cc(C(=O)N2CCCC2)ccc1N1CCCC1	10.2	6.3	-1.3	-4.8	5.4	-4.5	-2.3	-0.9	3.6
CC(=O)Oc1ccc(/C=C2/CCc3ccccc3C2=O)cc1	2.9	-0.3	3.5	-11.0	-13.9	-1.8	13.1	-1.2	0.0
Cc1cccc(Cn2cccc2/C=C2/C(=N)N3C=CSC3=NC2=O)c1	3.8	-9.3	5.5	14.2	-9.1	-2.0	12.7	-1.5	-11.3
O=C(NCc1ccco1)/C(=C/c1ccco1)NC(=O)c1ccc(Br)o1	0.8	-1.9	1.8	-8.4	1.8	-2.3	-2.4	-0.9	3.2
COc1ccc([C@H]2CC(=O)C=C(c3cccc4c3Oc3ccccc3S4)C2)cc1OC	7.8	-22.1	9.2	-0.1	26.4	-2.2	15.4	3.1	0.9
Cc1ccccc1C(=O)N1CCN(C(c2ccccc2)c2ccccc2)CC1	3.6	-6.6	-2.2	12.6	-4.8	-5.0	10.2	-2.3	-6.2
COCCNS(=O)(=O)c1ccc(C)c(C)c1C	9.7	-5.5	0.2	-4.1	6.6	-7.5	-2.2	-2.5	9.8
Cc1cc(F)ccc1C(O)c1ncc(-c2cccc(F)c2)[nH]1 (centres undefined)	3.7	-6.0	2.4	-6.6	-12.7	1.1	4.3	1.7	-1.6
Cc1ccc2c(c1)NC(C(C)(C)C)CO2 (centres undefined)	12.7	0.8	0.3	2.0	-1.2	-3.0	12.5	-1.0	1.7
CCn1c(SCC(=O)N2CCCc3ccccc32)nc2c1c(=O)n(C)c(=O)n2C	13.0	-9.7	13.5	1.2	0.5	0.1	10.5	3.6	-4.9
Brc1cc(/C=N/n2cnnc2)oc1Br	33.6	-1.4	1.6	1.6	-4.6	-1.0	-4.4	1.2	1.6
COc1ccccc1-c1nnc(SC(C)C(=O)O)n1-c1ccccc1 (centres undefined)	3.2	2.5	0.0	-9.1	0.3	-2.7	9.2	-3.4	14.2
O=C(NN1C(=O)C2C3C=CC(O3)C2C1=O)c1ccccc1 (centres undefined)	2.6	8.0	2.8	-6.5	-2.6	0.3	1.0	1.3	10.3
CCOc1nc(C)ccc1-c1noc(C)n1	1.1	-2.0	-0.3	-4.5	-2.6	-2.6	5.9	0.1	4.7
COc1cc(C(=O)OCC(=O)N2CCCCCC2)c([N+](=O)[O-])cc1OC	6.2	-9.2	8.4	9.6	0.1	-2.8	12.5	2.3	-7.7
CC(/C=N/O)Cc1ccc2c(c1)OCO2 (centres undefined)	7.9	3.6	-0.1	-13.5	1.2	-0.5	4.4	-4.3	10.1
CCCCn1c(N)c(N(CCOC)C(=O)COC(=O)COc2ccc(CC)cc2)c(=O)[nH]c1=O	0.0	3.5	0.3	-16.4	-9.5	-2.9	-3.7	2.4	6.2
Cc1cc(=O)n2c(nc3ccccc32)[nH]1	7.8	0.1	0.1	11.2	-0.6	-6.1	9.5	0.8	-1.4
COc1ccccc1NC(=O)Cc1csc(NC(=S)Nc2ccccc2)n1	23.6	-17.9	18.4	9.0	7.5	-1.6	26.9	5.2	-15.3
COc1ccccc1N1CCN(Cc2cccs2)CC1	3.5	3.6	1.6	-2.7	5.7	-8.2	4.1	-3.1	4.3
Nc1ccc(C(=O)OCc2nc3ccccc3[nH]2)cc1	-2.9	-5.4	2.1	-9.8	-5.1	-1.6	0.6	-1.6	6.1
Following part
SMILES	TAAR1 ag	CHRM5 PAM	M4 ag	M1 antag	M4 antag	CHRM1 agonist	CHRM5 antagonist	M5 ag	M1 PAM
CN1CCN(C(=O)c2cc(COc3ccc(F)cc3Cl)on2)CC1c1ccccc1 (centres undefined)	-0.5	-4.8	6.3	5.0	2.5	-5.2	10.1	-4.3	-1.2
Cc1cc(/C=c2\sc3nc4ccccc4n3c2=O)c(C)n1-c1ccc(C(=O)O)cc1	15.3	-7.5	1.1	6.3	1.4	-4.6	13.4	-0.4	-4.1
CCOc1ccc(NC(=O)c2nn(C)c(C(=O)Nc3ccc(OCC)cc3)c2[N+](=O)[O-])cc1	2.7	12.4	2.3	-19.7	-12.6	-0.7	-4.9	5.7	12.9
O=C(NCc1ccccc1)c1c[nH]c2cc3c(cc2c1=O)OCCO3	1.3	-6.0	2.6	-10.6	-10.0	0.7	9.2	3.5	14.1
C=CCN1C(=O)[C@@H]2Cc3c([nH]c4ccccc34)C(c3ccc(O)cc3)N2C1=S (some centres undefined)	nt	0.0	2.7	9.3	4.3	-4.2	8.3	-3.9	-3.3
COC(=O)COC(=O)c1ccc(-n2nnnc2SC)cc1	1.3	0.7	1.1	-4.5	0.7	-4.3	-5.8	1.6	4.7
COc1ccc(-c2cc(C(=O)N3CCN(c4ncccn4)CC3)c3ccccc3n2)cc1	35.3	-11.4	22.1	22.7	-0.3	-1.2	13.2	7.6	-11.9
CCCCCCCn1c2c(c(=N)c3ccccc31)CCC2	5.0	-8.9	2.5	27.9	4.5	-7.6	27.3*	-15.6	-9.6
NC(=O)CSc1nc2cc(S(=O)(=O)N3CCOCC3)ccc2o1	1.1	8.4	0.9	-13.7	-13.3	-3.0	12.0	1.1	9.0
CC1CCCCC1NC(=O)C1CC=CCC1C(=O)O (centres undefined)	2.1	-6.0	0.8	-6.6	-6.7	-5.5	7.1	-2.2	12.2
CCCCCNC(=O)C(C#N)c1nc2ccccc2nc1N1CCCC1 (centres undefined)	nt	13.6	0.8	4.2	-11.8	-3.9	-9.9	-4.6	0.1
COc1ccc(S(=O)(=O)N2CCC(C(=O)NCC3CCCO3)CC2)cc1C (centres undefined)	3.7	6.8	0.3	-11.2	2.4	-9.7	-2.7	1.6	8.2
CC(=O)Nc1nc(-c2ccc(Br)s2)cs1	-1.3	6.0	0.1	-13.1	-1.2	-3.6	-8.5	-0.7	3.4
CCCCN(C(=O)Nc1ccccc1)C1CCS(=O)(=O)C1 (centres undefined)	0.4	1.6	0.8	-7.6	0.8	-1.7	0.3	0.8	8.1
C/C(=N\NC(=O)CNC(=O)c1ccc(F)cc1)c1ccco1	3.0	6.7	1.2	-18.1	4.5	-2.2	-1.5	-4.2	12.7
CC(CCc1ccccc1)NC(=O)c1ccc(F)cc1 (centres undefined)	5.8	-4.3	-0.7	-12.0	4.9	-5.7	7.2	-1.8	6.6
C=CCNC(=S)N1N=C(c2ccco2)CC1c1ccco1 (centres undefined)	-0.8	-0.1	-1.4	1.0	-1.5	-5.2	-9.0	0.5	-0.6
CCNCCC(=O)N1c2ccccc2Sc2ccc(C(F)(F)F)cc21	2.9	-33.2	3.9	100.0*	95.7*	-9.2	99.8*	-21.4	-29.3
COc1ccc(/C=C/C(=O)Oc2ccc(/C=N/NC(=O)c3ccccc3)cc2)cc1OC	5.8	-1.6	2.1	-4.2	12.3	-2.6	-4.1	-0.7	3.5
COc1ccc([C@@H]2COc3c(ccc4c3C=CC(C)(C)O4)C2)c(OC)c1	0.5	-1.8	-0.2	-3.8	-7.7	-0.8	1.4	5.0	3.7
CC1(C)CC(=O)C=C(c2ccc(Oc3ccccc3)cc2)C1=O	1.3	-0.9	2.6	-16.8	-3.3	-1.8	-5.1	0.1	-1.7
CCCn1nnc(NC(=O)c2ccc(-c3cc(Cl)ccc3Cl)o2)n1	13.1	0.3	2.0	-0.9	-6.9	-5.9	-1.8	-0.1	1.8
Cc1cc(C)c(S(=O)(=O)NCCCN2CCOCC2)cc1Br	3.7	1.6	2.4	13.2	3.7	-9.9	-0.3	-3.2	-8.0
COC(=O)c1cc2c(cc1Cl)N1CCCCCC1=NS2(=O)=O	1.5	-8.5	-0.1	8.8	-2.0	-2.2	11.8	0.2	-3.4
Cc1nc(C(=O)N/N=C/c2[nH]ncc2Br)cs1	18.4	1.1	2.1	8.3	18.8	-0.9	-6.4	5.4	-1.6
Carrying on.
SMILES	TAAR1 ag	CHRM5 PAM	M4 ag	M1 antag	M4 antag	CHRM1 agonist	CHRM5 antagonist	M5 ag	M1 PAM
O=C(NC(=S)Nc1ccc(S(=O)(=O)N2CCCCC2)cc1)c1ccc(Cl)cc1	7.9	-11.1	1.4	-11.1	-2.7	-1.5	4.9	-1.6	1.4
c1ccc(OCCOCCN2CCN(C(c3ccccc3)c3ccccc3)CC2)cc1	2.5	-22.3	1.3	99.5*	86.4*	-8.1	51.9*	-7.7	-22.8
COc1ccc(OC)c(NC(=O)COC(=O)CSc2ccc(Cl)cc2)c1	-1.5	2.8	1.5	-0.5	-11.4	-6.8	-4.2	-3.6	4.5
N#Cc1cccc(NC(=O)NCCc2c[nH]c3ccccc23)c1	9.5	-11.9	14.7	-7.5	-7.5	2.2	2.9	3.7	-0.7
COc1cc(NC(=O)CSc2nc3c(C)ccc(C)c3cc2C)c(C(=O)O)cc1OC	8.8	-4.1	0.9	2.9	7.2	-4.6	3.1	-0.6	1.7
Cc1ccc(CN2CC(C(=O)N3CCN(c4ccccc4O)CC3)CC2=O)cc1 (centres undefined)	1.6	-1.1	3.5	-15.1	-2.9	-1.6	5.3	1.1	7.2
CN1CCC(N(C)C(=O)c2ccc(Cl)c(S(=O)(=O)N3CCc4ccccc43)c2)CC1	3.7	0.5	3.3	10.1	-13.6	-6.0	5.3	-3.0	10.7
COC(=O)C1C(=O)C2=C(CC1C)Nc1ccccc1NC2c1ccc(C)s1 (centres undefined)	11.0	-5.9	1.0	-3.0	-2.5	-3.1	-0.2	0.9	0.9
COC(=O)C1=C(CS(=O)(=O)c2ccc(Cl)cc2)NC(=O)NC1c1ccc(O)c(OC)c1 (centres undefined)	3.9	-0.8	0.7	-9.8	-6.2	-1.0	9.4	-5.2	7.9

Single records (already shown).
c1ccc(OCCOCCN2CCN(C(c3ccccc3)c3ccccc3)CC2)cc1 across the screens: TAAR1 ag = 2.5; CHRM5 PAM = -22.3; M4 ag = 1.3; M1 antag = 99.5*; M4 antag = 86.4*; CHRM1 agonist = -8.1; CHRM5 antagonist = 51.9*; M5 ag = -7.7; M1 PAM = -22.8
O=C(NC(=S)Nc1ccc(S(=O)(=O)N2CCCCC2)cc1)c1ccc(Cl)cc1 across the screens: TAAR1 ag = 7.9; CHRM5 PAM = -11.1; M4 ag = 1.4; M1 antag = -11.1; M4 antag = -2.7; CHRM1 agonist = -1.5; CHRM5 antagonist = 4.9; M5 ag = -1.6; M1 PAM = 1.4

Screening results: PubChem, The Scripps Research Institute Molecular Screening Center
